SNCA expr inhib = reduces expression of the alpha-synuclein gene; HEK-293 SNCA-luciferase knock-in, luminescence, 24 h; Potency, µM (titrated, usually from 57.2 µM), for the others: at the top dose activity change, negative = inhibition, hits mostly inhibitors; actives 0.17% (n = 140,000); AID 1671194;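 also: potency is read from the fitted curve at half-maximal effect; plate controls were DMSO cells for no effect and cell-free wells for full effect; nearly all actives have a fitted effect of over 45% in size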
Luciferase inh = blocks purified firefly luciferase enzyme activity. purified P. pyralis luciferase, luminescence, biochemical. Potency, µM (highest dose often 115 µM), for inactives: top-dose activity change, negative = inhibition, most hits filed as inhibitors. actives 2.5% (n = 76,000); also: potency is read from the fitted curve at half-maximal effect; nearly all actives have a fitted effect of over 65% in size
Target sequence (P08659 whole entry, looked up): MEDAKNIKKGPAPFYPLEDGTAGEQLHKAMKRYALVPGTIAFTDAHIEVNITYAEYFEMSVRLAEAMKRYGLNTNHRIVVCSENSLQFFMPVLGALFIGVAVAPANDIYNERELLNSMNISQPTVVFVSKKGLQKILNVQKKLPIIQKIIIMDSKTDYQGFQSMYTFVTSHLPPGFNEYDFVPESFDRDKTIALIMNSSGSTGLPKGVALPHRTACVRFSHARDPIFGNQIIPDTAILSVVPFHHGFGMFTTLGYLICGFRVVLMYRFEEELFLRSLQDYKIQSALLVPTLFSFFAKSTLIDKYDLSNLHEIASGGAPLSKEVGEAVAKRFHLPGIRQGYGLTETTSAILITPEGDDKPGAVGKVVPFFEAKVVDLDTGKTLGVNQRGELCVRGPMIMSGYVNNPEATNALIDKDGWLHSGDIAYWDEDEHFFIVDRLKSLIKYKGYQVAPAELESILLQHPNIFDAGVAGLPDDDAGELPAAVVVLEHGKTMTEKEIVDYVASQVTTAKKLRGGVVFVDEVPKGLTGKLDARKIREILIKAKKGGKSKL
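Luminescence read by CCD imaging after purified firefly luciferase (10nM final) was added to substrate buffer holding 10uM D-luciferin and 10uM ATP, pH 7.5, pre-dosed with compound.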
HEK293 viab = counter-screen for SNCA expression inhibitors: cell viability. HEK-293-SNCA-luc viability, GF-AFC fluorescence, 24 h. Potency, µM (top dose mostly 57.1 µM), inactives show at the top dose activity change, negative = cytotoxicity, usual class: cytotoxic. actives 0.12% (n = 150,000). AID 1671193;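 also: potency is read from the fitted curve at half-maximal effect; 0% = DMSO-treated cells and -100% = medium-only wells without cells; nearly all actives have a fitted effect of over 30% in size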
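HEK-293-SNCA-luc cells (1500/well) plated 24 h, then exposed 24 h to a dilution series; GF-AFC added 30 min at 37C, fluorescence 405/540 nm; normalised to medium-only and DMSO wells, Hill fit.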
HEK293 tox = HEK 293 cell cytotoxicity. actives 6.6% (n = 94,000). HEK 293 viability, ATP luminescence (CellTiter-Glo), 48-72 h. Potency, µM (highest dose often 115 µM), without a hit: at the top dose activity change, negative = cytotoxicity, most hits filed as inhibitors; also: potency is read from the fitted curve at half-maximal effect; nearly all actives have a fitted effect of over 60% in size
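qHTS cytotoxicity; HEK 293, 250 cells/well; compound pinned; 48 or 72 hr, 37 degree Celsius, 5% CO2, 95% humidity; CellTiter-Glo, 10 min RT; luminescence (ATP).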
IP6K1 inhibitor = IP6K1 kinase inhibition; AID 1645851; IP6K1 kinase, ADP-Glo luminescence, 2 h; stronger effect = lower value; activity change, % (series mostly up to about 58 µM); actives 0.81% (n = 140,000); Q92551; in the data active = activity change below about -25%
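ADP-Glo luminescence measures ADP made by human IP6K1 during a 2 h RT reaction with ATP/IP6 (mix at 1.3 mM/130 uM); top library doses 57.5 and 19.1 uM final.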
GPT2 inh = inhibitors of human GPT2 alanine aminotransferase. Q8TD30. actives 0.25% (n = 100,000). Recombinant GPT2, coupled pyruvate oxidase/HRP Amplex Red fluorescence. AID 1671188. Potency, µM (series often up to 57.7 µM), for inactives: top-dose activity change, negative = inhibition, most hits filed as inhibitors; also: potency is read from the fitted curve at half-maximal effect; nearly all actives have a fitted effect of over 60% in size; many of its hits are not listed in these tables
Target sequence (Q8TD30 whole entry, looked up): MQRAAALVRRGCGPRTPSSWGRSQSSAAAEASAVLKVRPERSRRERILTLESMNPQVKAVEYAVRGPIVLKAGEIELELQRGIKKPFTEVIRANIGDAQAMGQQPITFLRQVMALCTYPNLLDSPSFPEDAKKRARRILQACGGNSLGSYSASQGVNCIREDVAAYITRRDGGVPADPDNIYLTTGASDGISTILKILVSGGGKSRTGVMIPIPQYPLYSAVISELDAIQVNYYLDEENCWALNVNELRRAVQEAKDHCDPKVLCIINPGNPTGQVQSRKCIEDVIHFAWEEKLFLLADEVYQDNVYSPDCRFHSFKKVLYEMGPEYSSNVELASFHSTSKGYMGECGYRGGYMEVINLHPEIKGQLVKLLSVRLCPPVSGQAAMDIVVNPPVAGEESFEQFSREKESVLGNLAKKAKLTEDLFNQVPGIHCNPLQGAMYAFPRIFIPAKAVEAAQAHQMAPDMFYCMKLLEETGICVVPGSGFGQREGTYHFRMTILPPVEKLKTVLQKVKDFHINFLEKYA
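Inhibition is scored from Amplex Red fluorescence generated when pyruvate oxidase and HRP act on pyruvate released by GPT2. Reactions contain 10ng/uL enzyme, 250uM a-KG and 2mM L-alanine and run 30 min at room temperature.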
NIH3T3 tox = kills NIH 3T3 cells. NIH 3T3 viability, CellTiter-Glo ATP luminescence, 48-72 h. Potency, µM (series often up to 96.7 µM), for inactives: at the highest dose activity change, negative = cytotoxicity, hits mostly inhibitors. actives 4.3% (n = 94,000); also: potency is read from the fitted curve at half-maximal effect; nearly all actives have a fitted effect of over 55% in size
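NIH 3T3 cells at 400 cells/well received 23 nL of compound by pintool and were incubated 48 or 72 h at 37 °C. Viability was read as ATP-coupled CellTiter-Glo luminescence.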
Starred values were filed as active, the others as inactive; i = inactive; ? = inconclusive; . = no result given; [ ] = remark or other dose. Unless noted, calls follow the shape of the dose curve; as a rule, active = well fitted curve in the direction sought with a large enough effect; inconclusive = small, poorly fitted or top-dose-only effect, or another doubt; inactive = no such curve, though single readings can be large; an effect the other way counts as inactive or inconclusive. Unless noted, % is scaled to controls: 0 for no effect and ±100 for the full control effect. The list is partial; the hit share may differ from the screen's.

SMILES	SNCA expr inhib	Luciferase inh	HEK293 viab	HEK293 tox	IP6K1 inhibitor	GPT2 inh	NIH3T3 tox
O=C(NCc1cccc(F)c1)C1CCN(Cc2ccccc2-c2ccccc2F)CC1	.	.	.	40µM*	28	.	?
O=C(NCc1ccco1)c1cc2c(s1)CCN(C(=O)c1ccc(Cl)cc1)C2	?	0%	?	?	-3	-22%	-60%
COc1ccnc(-c2nnc3ccc(N4C[C@@H](C)O[C@@H](C)C4)nn23)c1	-12%[87.6 µM]	11%[172 µM]	-14%[87.6 µM]	?	-13	0%[88.5 µM]	32µM*
Cc1noc(-c2ccc(-c3noc(-c4cccc(F)c4)n3)cc2)n1	38%[activator]	.	8%	.	12	.	.
COCCCNC(=O)CCCN1C(=O)COc2ccc(C(=O)COc3cccc(C)c3C)cc21	?	-15%	-8%	?	7	-17%	?
CC1=C(C(=O)Nc2ccccc2C)C(c2ccccn2)n2ncnc2N1 (stereo not given)	-6%	.	8%	.	1	.	.
COc1ccc(C(=O)N2CCC(N3C(=O)C(O)C34CCCCC4)CC2)cc1F (stereo not given)	35%[activator]	-7%	-2%	-13%	-5	-11%	-14%
CCOCCCN1C(=O)c2[nH]nc(-c3ccccc3O)c2C1c1ccc(CC)cc1 (stereo not given)	?	.	?	.	-3	.	.
CCN(CC)Cc1cnc2c(C(=O)N(C)Cc3cc(C)cc(C)n3)cnn2c1	-27%	10%	1%	i	-7	i	1%
Cc1ccc(C2=NC3(CCN(C(=O)c4ccc(F)c(F)c4)CC3)ON2)cc1	-4%	?	-6%	-23%	-11	3%	-15%
COCCN1C(=O)c2cccn2CC1CNC(=O)c1[nH]nc2c1COc1ccccc1-2 (stereo not given)	-19%	-3%	-3%	?	3	i	-21%
CN(CC1CCOC1)C(=O)Nc1cccc(F)c1 (stereo not given)	6%	-6%	7%	-1%	23	0%	i
Cc1ccc(C2N=C(N)Nc3nc4ccccc4n32)cc1 (stereo not given)	-23%	.	-5%	.	14	.	.
CC(C)N1CCn2nc(C(=O)NCCc3ccc(Cl)cc3)cc2C1	6%	?	-7%	?	6	?	?
COc1cccc(CN2CCc3c(cc(C(=O)Nc4ccc(C)cc4C)n3C)C2)c1	81%[activator]	16µM*	2%	?	-2	-1%	?
Cc1ccc(C)c(NC(=O)CN2C(=O)COc3ccc(Cl)cc32)c1	-26%	.	13%	.	-2	.	.
Cc1cc2nc(CO[C@H]3CN(C4CCC4)C[C@H]3F)[nH]c2cc1C	65%[activator][87.6 µM]	?	-2%[87.6 µM]	-19%[172 µM]	9	4%[88.5 µM]	?
Cn1c(Cn2cccn2)nnc1C1CC(NC(=O)c2ccsc2)C1 (stereo not given)	?	6%	9%	5%	-7	-26%	i
CCc1noc2nc(C)n(CC(=O)O)c(=O)c12	12%	.	7%	.	11	.	.
CCO[C@H]1C[C@@H](O)C12CCN(C(=O)CCCc1ccccc1)CC2	37%[activator]	?	1%	-1%	13	?	-16%
COc1ccccc1OC1(C(=O)O)CCN(Cc2nccn2C)CC1	-7%	0%	-6%	-18%	-14	i	?
Cc1cccc(-c2nc3ccc(C(=O)N4C(C)CCCC4C)cc3o2)n1 (stereo not given)	?	.	5%[87.6 µM]	?	7	i	?
CN1Cc2ccc(NCc3ccccc3)nc2C(C)(C(=O)NCCc2cnc[nH]2)C1 (stereo not given)	-11%[87.6 µM]	-1%[172 µM]	-13%[87.6 µM]	?	4	2%[88.5 µM]	?
O=C(Nc1ccc(F)c(Cl)c1)C1=NO[C@@H]2CN(Cc3cccnc3)C[C@H]12	35%[activator][87.6 µM]	-22%[172 µM]	-9%[87.6 µM]	?	-12	5%[88.5 µM]	?
Cc1cc2nc3n(c(=O)c2n1CC(=O)Nc1cccc(Br)c1)CCCC3	-2%	1%	-7%	?	18	i	-28%
CCCCn1c(CNC(=O)C23CC4CC(CC(C4)C2)C3)nnc1SCC(=O)Nc1ccccc1	-12%	.	5%	.	18	.	.
COc1ccc(C2Cn3cnc(C(=O)N4CCC(C(=O)NCc5ccco5)CC4)c3CO2)cc1 (stereo not given)	-17%	-20%	0%	4%	1	i	i
COc1ccc(-c2nc(Cn3c(=O)cc(C)c4c(C)nn(-c5ccccc5)c43)c(C)o2)cc1OC	-8%	.	6%	.	28	.	.
CCCNC(=O)c1c(C)oc2ccn(Cc3ccc(F)cc3)c(=O)c12	-17%	-3%	-8%	35µM*	6	-1%	?
CCOc1ccccc1CNC(=O)c1noc(-c2ccc(F)cc2)n1	-19%	-5%	-2%	?	10	i	-25%
Cc1ccc(C)c(NC(=O)Nc2cc3c(cc2N2CCCCC2)n(C)c(=O)n3C)c1	-24%	.	-15%	.	4	.	.
COc1ccc2cc1Nc1ccc(cc1)C[C@H](NCC1CC1)C(=O)N(C)[C@@H](C(=O)NCc1ccccc1)C2	-21%	-4%	-6%	?	12	3%	-11%
Cc1ccc(C)c(C(=O)N2CCC3(CC2)NC(=O)N(c2ccccc2)N3)c1	-30%	-4%	-10%	?	-13	-9%	?
O=C(Nc1ccccc1F)C1CCCN(Cc2cccc(-c3cccs3)c2)C1 (stereo not given)	.	.	.	?	11	.	?
Cc1cccc(C(=O)N2CC(C(=O)N(C)C)C3(CCOCC3)C2)c1 (stereo not given)	-10%	-6%	5%	i	29	i	3%
COC(=O)c1nnn(CC(=O)Nc2ccc(Br)c(C)c2)c1N	-21%	.	4%	.	6	.	.
CCn1ccnc1CN1CCCC(CNC(=O)c2ccc(-c3ccccc3)cc2)C1 (stereo not given)	8%	-12%	-9%	?	32	i	?
Nc1ccc(C(=O)O)c(O)c1	0%[25.6 µM]	.	-10%[23.9 µM]	.	-74*	-5%	.
COCCN1C(=O)c2ccccc2C(C(=O)Nc2nc(C)c(C)s2)C12CCCC2 (stereo not given)	-6%	2%	-14%	-19%	7	2%	?
Cc1nc(N(C)Cc2cccc(-c3nn[nH]n3)c2)c2cnn(C)c2n1	-12%	-1%	-2%	i	12	-10%	4%

Gathered by group, the compounds so far containing a thiophene ring, fused or not (three)
SMILES	SNCA expr inhib	Luciferase inh	HEK293 viab	HEK293 tox	IP6K1 inhibitor	GPT2 inh	NIH3T3 tox
O=C(NCc1ccco1)c1cc2c(s1)CCN(C(=O)c1ccc(Cl)cc1)C2	?	0%	?	?	-3	-22%	-60%
Cn1c(Cn2cccn2)nnc1C1CC(NC(=O)c2ccsc2)C1 (stereo not given)	?	6%	9%	5%	-7	-26%	i
O=C(Nc1ccccc1F)C1CCCN(Cc2cccc(-c3cccs3)c2)C1 (stereo not given)	.	.	.	?	11	.	?

2 neighbouring compounds from above:
SMILES	SNCA expr inhib	Luciferase inh	HEK293 viab	HEK293 tox	IP6K1 inhibitor	GPT2 inh	NIH3T3 tox
COCCN1C(=O)c2ccccc2C(C(=O)Nc2nc(C)c(C)s2)C12CCCC2 (stereo not given)	-6%	2%	-14%	-19%	7	2%	?
Cc1nc(N(C)Cc2cccc(-c3nn[nH]n3)c2)c2cnn(C)c2n1	-12%	-1%	-2%	i	12	-10%	4%

Following part
SMILES	SNCA expr inhib	Luciferase inh	HEK293 viab	HEK293 tox	IP6K1 inhibitor	GPT2 inh	NIH3T3 tox
Cn1nnnc1SCCCNCc1ccc(-c2ccc(F)c(Cl)c2)o1	11%	.	2%	.	4	.	.
COc1ccc(CCn2c3c(c(=O)[nH]c2=O)C(NC(=O)c2ccccc2F)(C(F)(F)F)C(=O)N3)cc1OC (stereo not given)	-4%	.	-25%	.	-11	.	.
O=C(COC(=O)C(Cc1c[nH]c2ccccc12)NC(=O)c1ccc(Br)cc1)c1ccc(Cl)cc1 (stereo not given)	46%[activator]	.	4%	.	24	.	.
O=C(Nc1cc(-c2ccccc2F)nn1-c1ccccc1)c1ccccc1Br	5%	.	-13%	.	-1	.	.
COCCCNC(=O)N1CCCCC1c1nc(CCOc2cccc(C)c2)no1 (stereo not given)	-26%	0%	-20%	?	5	?	-28%
COc1ccc(C2Cn3nnc(-c4nc(-c5ccc(SC)cc5)no4)c3CO2)cc1 (stereo not given)	1%	-10%	-7%	?	-23	i	-26%
CN1CC(=O)N(c2ccc(Cl)cc2)Cc2c1ncnc2N1CCOCC1	1%	2%	-21%	1%	-4	0%	-25%
CN/C(=C\[N+](=O)[O-])NCCSCc1ccc(CN(C)C)o1	21%	.	3%	.	4	0%	.
O=C1c2cnc(-c3cccc(CO)c3)nc2OCCN1c1cccc(C(F)(F)F)c1	0%[87.6 µM]	11µM*	-18%[87.6 µM]	?	3	2%[88.5 µM]	18µM*
Cc1cccc(-c2nnc(SCC(=O)N3CCCc4ccccc43)o2)c1	5%	.	5%	.	-2	.	.
CCOC(=O)CC(NC(=O)Cn1nnc(-c2ccc(Cl)cc2)n1)c1ccc(OC)cc1 (stereo not given)	2%	.	10%	.	-11	.	.
Cc1ccc(C(=O)Nc2ccc3c(N4CCCCC4)ncnc3c2)s1	1%	22µM*	-24%	?	-1	-2%	?
c1cc(CN2CCC(Oc3nccnc3N3CCOCC3)C2)ccn1 (stereo not given)	22%	0%	-6%	-21%	16	-25%	-16%
COCCn1c(CNC(=O)c2cccc(C)c2)nc2cccnc21	30%[activator]	.	-4%	.	0	.	.
CCOCCOC1CCN(C(=O)c2ccco2)CC1	?	0%	-4%[12.5 µM]	i	20	2%	i
COc1ccc(NS(=O)(=O)c2ccc3c(c2)CCN3C(=O)C2CC2)cc1OC	10%	.	4%	.	5	.	.
COc1ccc(Cn2c(C(=O)O)c(CNCc3ccc(C)o3)c3ccc(OC)cc32)cc1	?	.	-22%	.	9	.	.
CNc1nc2c(c(C(=O)N3CCCC3)n1)CN(C(=O)Cn1nc(C)cc1C)CC2	16%	-1%	-3%	0%	2	-9%	-1%
CCCNc1cc(N2CCC(CCC(=O)Nc3ccc(C)cc3)CC2)ncn1	?	28µM*	7%	-20%	15	-19%	-17%
CCNC(=O)[C@@H]1CCCN1[C@@H](C(=O)NC)c1cccc(O)c1	?	-2%[172 µM]	2%[87.6 µM]	i	-15	i	1%[174 µM]
O=C1NCc2ccccc2CC12CCCN(Cc1ccc(F)c(Cl)c1)C2 (stereo not given)	-7%	.	-17%	?	0	2%	?
COCCNC(=O)c1nc2nc(-c3ccccc3)c(Cl)cc2n1C	-20%[87.6 µM]	11%[172 µM]	3%[87.6 µM]	?	2	i	?
CCn1nccc1C(=O)N1CCCC(c2nn[nH]n2)C1 (stereo not given)	-4%	0%	5%	i	-21	-13%	-9%
CCN(CC)CCCNC(=O)CN1C(=O)CCn2nc(-c3cn(C)c4ccccc34)cc21	11%	.	-14%	.	8	.	.

One compound at a time, from the list above:
`COc1ccc(NS(=O)(=O)c2ccc3c(c2)CCN3C(=O)C2CC2)cc1OC` in the list: SNCA expr inhib: 10%; Luciferase inh: .; HEK293 viab: 4%; HEK293 tox: .; IP6K1 inhibitor: 5; GPT2 inh: .; NIH3T3 tox: .
`CN(CC1CCOC1)C(=O)Nc1cccc(F)c1` (stereo not given) in the list: SNCA expr inhib: 6%; Luciferase inh: -6%; HEK293 viab: 7%; HEK293 tox: -1%; IP6K1 inhibitor: 23; GPT2 inh: 0%; NIH3T3 tox: i

Assay outcomes as filed in PubChem.
